Source: PubChem
Insulin prom up = MIN6 insulin promoter up-regulation; MIN6 insulin promoter-GFP reporter, high-content imaging; stronger effect = higher value; z-score at 5 µM; 0.3% of 190,000 active; AID 1625;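 active means z-score above 3 at 5 µM with at least 500 cells counted in the well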
WT yeast gro inh = growth inhibition of WT yeast, mitochondrial fusion screen; mitochondrial fusion phenotypic screen, WT strain; inhibition, % at 10 µM; 2.1% of 190,000 active; in the data active means inhibition above about 58%; tested in S. cerevisiae
b-catenin transl = alters nuclear translocation of beta-catenin in HeLa cells; immunofluorescence imaging; nuclear translocation activity, % at 5 µM; 0.3% of 190,000 active; AID 1665;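 active means nuclear translocation activity above 50% at 5 µM, with a well cell count of 50 or more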;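 further: per-cell ratio of nuclear to cytoplasmic median beta-catenin stain intensity; plate controls were DMSO negative control for no effect and GSK-3 inhibitor IX positive control for full effect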
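Technique: fluorescence imaging of beta-catenin antibody stain plus DAPI / Material: human HeLa cell line / Incubation: compound treatment 24 h, 37°C, 5% CO2 / Read-out basis: % activation of per-cell nuclear versus cytoplasmic median beta-catenin signal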
Dynein cargo inh = blocks dynein driven cargo transport along microtubules | 0.47% of 220,000 active | 3617.4 mouse cells, GR-EGFP nuclear translocation imaging; test concentration mostly 20 µM; stimulated with dexamethasone, 1 µM; stronger effect = lower value | z-score, hits read low;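 active means plate z-score of nuclear minus cytoplasmic receptor signal below a set negative limit, without overly bright fluorescence or cell loss, cut at about -3.5 in these data, passing the limit was not always enough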;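 further: z-score of nuclear minus cytoplasmic ring GR-EGFP intensity difference per well; some compounds called inactive have numbers as strong as hits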
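medium = tetracycline-free induction medium containing charcoal-stripped FBS | also added = 1.0 µM final dexamethasone stimulus | schedule = 48 h induction, 1 h compound, 30 min dex at 37 °C | technique = fixed, Hoechst-stained cells imaged at 10x for EGFP | measure = GR-EGFP nuclear translocation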
NOD2 inhibition = NOD2 signaling inhibitors, cell-based, luminescence, uHTS, HEK293 (AID 1566); one-dose inhibition, % at 4 µM; EC50 in µM for titrated hits; HEK293 NOD2/NF-kB luciferase reporter, luminescence; higher % means a stronger effect; 0.63% of 290,000 active; in the data active means inhibition above about 50%; further: many of its hits are not listed in these tables
Autophagy mod = autophagy modulation, high-content screen | MEF GFP-LC3 puncta imaging; test concentration mostly 10 µM | calls only at 10 µM (by protocol) | 0.98% of 190,000 active | AID 463193;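 active means percentage of spot-positive cells more than 3 SD above its plate mean, without a fluorescence outlier flag or 80% toxicity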;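 further: spot-positive cell cutoff set from DMSO-treated cells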
Lipid droplet = hepatic lipid droplet formation modulation; AML12 mouse hepatocytes, oleate lipid droplets, BODIPY imaging; AID 1656; 0.4% of 240,000 active; inhibition, % at 6.5 µM;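 active means lipid droplet intensity inhibited by at least 50%, with more than 500 cells counted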
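Assay system: AML12 hepatocytes (mouse); Probe or stimulus: oleic acid at 100 µM to induce lipid droplet formation; Dosing: compound at 6.5 µM only; Schedule: compound with oleate, overnight; Detection: fluorescence imaging, 20x objective, two fields per well; Measure: % inhibition of lipid droplet signal.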
MT stabilizer = microtubule stabilization, imaging screen; 0.83% of 200,000 active; % tubulin-high responders, % at 10 µM; HeLa tubulin immunostaining HCS, 24 h; share of cells brighter than vehicle mean+2SD;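 active means plate Z-score above 3 for both tubulin-high and condensed-nucleus cell shares, with cell loss under 80%, at 10 µM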;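 further: anti alpha tubulin signal scored within the nucleus-defined area of each cell; some results filed as inactive read as strong as hits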
Yfh1-off respiration = mitochondrial function rescue without frataxin homolog – Friedreich's ataxia, plus single-dose screen, dose response (AID 1465); S. cerevisiae Yfh1-off respiration, WST-1 reduction, 72 h; higher fold induction means a stronger effect; fold induction at 50 µM; hits with a dose series show EC50 in µM; 0.074% of 220,000 active;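 active means fold induction of absorbance versus untreated yeast above a set limit, then at least 30% activation at any dose in follow-up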;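 further: activators that raise dye reduction in frataxin-depleted yeast; strong numbers were not always called active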
WT yeast gro inh mutant strain = further read-out of WT yeast gro inh, marked with its call; inhibition, %; mitochondrial fusion phenotypic screen, mutant strain inhibition
Dynein cargo inh cytoplasmic EGFP = recorded beside Dynein cargo inh, whose call it bears; z-score; measured here: cytoplasmic GR-EGFP intensity; stronger effect = higher value
Dynein cargo inh nuclear GR-EGFP = further read-out of Dynein cargo inh, marked with its call; z-score; measured here: nuclear GR-EGFP intensity;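 lower value marks the stronger effect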
Dynein cargo inh cell count = also measured in Dynein cargo inh; calls as there; z-score; measured here: cell count per field
Insulin prom up cell count = further read-out of Insulin prom up, marked with its call; cell count; measured here: cytotoxicity, nuclei count;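 total cells summed across four imaged fields per well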
Lipid droplet cells 6.5 µM = also measured in Lipid droplet; calls as there; cell count; measured here: cell count, cytotoxicity flag;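 cells counted across two imaged fields per well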
b-catenin transl cell count 5 µM = recorded beside b-catenin transl, whose call it bears; cell count; measured here: cell count, cytotoxicity flag
MT stabilizer Hoechst-high % = further read-out of MT stabilizer, marked with its call; % Hoechst-high responders; measured here: nuclear condensation Hoechst responders;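 share of cells brighter than vehicle mean plus two SD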
MT stabilizer cytotoxicity % = recorded beside MT stabilizer, whose call it bears; toxicity, %; measured here: cytotoxicity by cell density;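 0% = mean cell density of plate MIN control wells and 100% = no cells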
Autophagy mod cell loss 18 h = further read-out of Autophagy mod, marked with its call; toxicity, %; measured here: cell loss, nuclei count;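 cell loss after 18 h compound exposure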
* = called active by the depositor; i = inactive; . = no result given.

Every second line gives: Insulin prom up	Insulin prom up cell count	WT yeast gro inh	WT yeast gro inh mutant strain	b-catenin transl	b-catenin transl cell count 5 µM	Dynein cargo inh	Dynein cargo inh cytoplasmic EGFP	Dynein cargo inh nuclear GR-EGFP	Dynein cargo inh cell count	NOD2 inhibition	Autophagy mod	Autophagy mod cell loss 18 h	Lipid droplet	Lipid droplet cells 6.5 µM	MT stabilizer	MT stabilizer Hoechst-high %	MT stabilizer cytotoxicity %	Yfh1-off respiration
Cc1ccc2c(c1)[nH]c1c(=O)n(CCN3CCCCC3)cnc12
  -1.01	955	-12.8	3.2	2.9	1168	-0.767	-0.324	-0.0656	0.793	-11.4%	i	4.9	.	.	3.4	1.8	12.2	i
O=c1nc2s/c(=C\c3ccco3)c(=O)n2nc1Cc1ccc(F)cc1
  -0.21	1199	6.2	12.1	-7.1	1217	-0.428	-0.214	0.0282	0.183	20.9%	i	15.3	7.1	746	5.4	3.0	5.9	i
Cc1onc(-c2c(F)cccc2Cl)c1C(=O)NCC1COc2ccccc2O1 (stereo not drawn)
  -0.53	1081	-8.9	-8.1	-4.6	947	-0.0384	-0.215	0.149	0.258	3.0%	i	-15.0	.	.	2.7	1.5	3.4	i
Cc1ccc(Cn2nnc3c(=O)n(CC(=O)OCc4ccccc4)cnc32)cc1
  -0.22	1102	-0.1	-10.1	0.1	1088	0.102	-0.175	0.43	-0.203	5.3%	i	28.3	-2.5	712	2.5	2.5	4.6	i
CCOC(=O)c1cc2c(=O)n3cccc(C)c3nc2n(CC(C)C)c1=NC(=O)c1ccco1
  -0.41	1335	.	.	-1.4	1096	-0.98	-0.212	-0.505	0.946	-12.6%	.	.	2.0	639	.	.	.	i
CCN(CC)c1ccc(C(=O)c2cnc(/N=C/N(C)C)s2)cc1
  -0.96	1252	6.3	-15.8	-1.8	1074	0.678	-0.195	0.463	0.418	-13.7%	i	-2.3	.	.	1.2	1.6	2.0	i
CCOC(=O)c1[nH]c2ccc(Br)cc2c1NC(=O)CCN1CCC(C(=O)OCC)CC1
  0.4	2019	-3.0	-11.1	-0.6	1071	-0.176	-0.229	0.0406	0.359	2.1%	i	6.9	-14.0	628	2.1	2.7	7.9	i
COC(=O)c1sc(-c2ccccc2)cc1NC(=O)c1ccc(F)cc1
  -0.13	1530	3.0	-2.0	0.3	1067	1.59	-0.247	0.383	-0.784	12.7%	i	8.2	-0.2	642	4.4	2.1	3.9	i
CCN(CC)S(=O)(=O)c1ccc(N2CCCC2)c(NS(=O)(=O)c2ccc(OC)cc2)c1
  0	1359	-1.7	-15.4	-1.7	539	2.73	-0.285	2.31	-0.837	16.9%	i	6.4	-4.1	658	3.3	3.6	3.9	i
Cc1cc(CCCCCCCCc2cc(C)cc(=O)o2)oc(=O)c1
  .	.	-0.1	-1.9	1.7	942	-0.0607	-0.257	-0.145	0.53	10.0%	i	13.7	-0.1	627	4.3	2.5	6.0	i
COc1cc(C(=O)NCCC(C)C)c([N+](=O)[O-])cc1OC
  -0.33	1571	-2.3	5.5	0.6	1351	-0.635	-0.062	-0.455	0.478	17.0%	i	-7.2	.	.	0.8	1.9	8.2	i
Cn1cccc1C(C(=O)NC1CCCCC1)N(C(=O)Cc1cccs1)c1ccc2c(c1)OCO2 (stereo not drawn)
  0.08	1149	10.1	3.2	-0.9	1141	0.0478	0.0298	-0.132	-0.0579	-21.5%	i	6.3	.	.	1.9	1.8	6.5	i
Cc1ccccc1NC(=O)C(=O)Nc1ccccc1C
  -0.2	1392	.	.	-4.3	1194	0.171	-0.219	0.04	0.407	-79.0%	.	.	2.9	880	.	.	.	i
C[C@@H]1CC=C[C@H]2[C@H]1C(=O)N(Cc1ccccc1)[C@H]2c1ccc2ccccc2c1
  .	.	.	.	-0.3	1115	-0.164	-0.831	0.0715	0.292	11.2%	.	.	-15.5	715	.	.	.	i
Cc1ccc(C(=O)C(=S)N2CCOCC2)cc1
  0.32	1260	-9.0	-2.3	-0.8	992	-0.384	-0.202	-0.244	0.404	10.8%	i	-12.7	1.4	648	0.8	0.9	7.4	i
CC(=O)Nc1cccc(-c2nnc(-c3ccccc3)o2)c1
  0.21	1246	-6.5	3.3	.	.	0.458	-0.25	0.241	0.619	-35.2%	i	-3.6	41.5	716	3.4	2.2	2.4	i
COc1cc2cc(CN(Cc3cccnc3)C(=O)Nc3ccccc3)c(=O)[nH]c2cc1OC
  -0.94	1286	5.0	3.5	0.5	1578	-0.59	-0.269	-0.17	0.699	20.7%	i	-29.0	3.6	577	1.5	1.9	8.0	i
Cc1cccc(C(=O)NCC(=O)OCC(=O)N2CCCCC2)c1
  0.46	1179	-12.8	12.2	-0.3	1052	0.281	-0.314	0.439	0.575	12.6%	i	6.1	4.2	694	6.2	2.7	6.5	i
CCOC(=O)C1=C(C)Nc2ncnn2C1c1ccc(N(C)C)cc1 (stereo not drawn)
  -0.4	1382	9.8	-60.4	-0.5	1189	-0.185	-0.141	0.355	0.605	6.7%	i	6.5	.	.	4.0	1.3	0.4	i
CC(C)c1ccc(NC(=O)CN(Cc2ccccc2)S(C)(=O)=O)cc1
  .	.	-3.5	-2.6	1.5	1068	-0.316	-0.168	-0.201	-2.34	12.2%	i	-6.9	-6.4	706	3.5	2.6	7.3	i
CCOC(=O)C(NC(=O)CC(C)C)(Nc1sc(C)c(CC)c1C#N)C(F)(F)F (stereo not drawn)
  -0.25	1414	-4.0	-12.3	1.3	589	-0.0804	-0.146	0.0051	0.566	3.3%	i	0.9	-1.4	601	3.1	2.3	8.7	i
O=C(COc1ccc(S(=O)(=O)N2CCCC2)cc1)NCC1CCCO1 (stereo not drawn)
  0.02	1539	9.2	-2.0	1.8	982	0.872	0.0421	1.14	-1.51	7.5%	i	-15.6	6.8	733	3.6	1.8	1.1	i
CCOc1ccccc1NC(=O)C(OC(=O)c1ccccc1NS(=O)(=O)c1cccs1)c1ccccc1 (stereo not drawn)
  0.43	1354	-32.0	-7.6	0.2	963	-0.714	-0.296	-0.559	0.544	-12.2%	i	-4.7	-16.5	566	5.9	1.8	2.3	i
O=Cc1ccc(-n2cc(C=O)c3ccccc32)cc1
  -0.13	1305	-5.9	21.7	-0.1	1041	-0.509	-0.33	0.147	0.644	-6.8%	i	13.1	16.7	687	1.8	2.4	4.4	i
Cc1ccc(NS(=O)(=O)c2cc(C(=O)O)ccc2Cl)c(C)c1
  .	.	12.5	8.6	0.8	963	-0.313	-0.253	-0.362	1.81	-19.7%	i	-1.3	21.2	762	3.3	2.1	7.5	i
O=C(CC1SC(=Nc2ccccc2)N(CCc2c[nH]c3ccccc23)C1=O)Nc1ccccc1F (stereo not drawn)
  -0.31	1224	38.7	14.4	-1.0	931	-1.17	-0.0882	-0.696	0.53	14.6%	i	-12.1	6.7	667	2.2	3.2	10.2	i
CCOc1ccc2c(c1)-c1c(ssc1=S)C(C)(C)N2C(=O)c1ccco1
  0.11	802	37.3	3.1	67.8*	109*	1.11	-0.15	1.12	-0.309	6.2%	i	33.9	74.6*	742*	13.4	59.3	30.2	i
O=S(=O)(CCc1nc2ccccc2o1)c1ccc2ccccc2c1
  0.48	898	0.4	-29.0	-0.1	1221	-0.252	-0.185	-0.208	0.712	1.6%	i	4.6	8.9	729	2.6	2.4	5.0	i
COC(=O)c1nn(-c2ccc3c(c2)OCO3)cc1O
  0	1633	-12.6	4.0	-1.0	1389	-1.14	-0.217	-1.38	0.488	-55.6%	i	0.9	.	.	2.0	1.7	9.1	i
FC(F)(F)C(F)(F)c1nnc2ccc(-n3ccnc3)nn12
  -0.32	1104	5.4	-8.6	-1.6	1078	-0.605	-0.21	-0.349	0.535	14.3%	i	18.5	-10.3	701	2.4	2.3	5.3	i
COc1cc(/C=C(\C#N)c2nc3c(s2)CCCC3)ccc1O
  .	.	53.4	21.9	-0.9	1071	0.655	0.616	1.35	0.0921	-91.5%	i	1.9	7.7	748	1.4	0.9	1.8	i
CCN1CCN(C(=O)CS(=O)Cc2nc(-c3ccc(OC)cc3)oc2C)CC1 (stereo not drawn)
  0.57	967	11.8	-2.9	.	.	-0.491	-0.299	-0.288	0.62	-16.5%	i	3.2	.	.	2.9	2.5	5.4	i
O=C(Nc1ccc(Cl)cn1)C1CCN(S(=O)(=O)c2cccs2)CC1
  0.1	1176	.	.	1.4	1245	-0.35	-0.163	-0.154	0.533	21.5%	.	.	-6.7	748	.	.	.	i
COc1ccc(OCCCC(=O)Nc2cccc([N+](=O)[O-])c2C)cc1
  1.11	1516	-14.7	-7.2	1.0	1004	-0.401	-0.225	-0.139	-0.0409	18.9%	i	6.2	-7.6	661	8.3	1.8	15.5	i
Cc1cc(C)cc(NC(=S)N2CCC(NC(=O)c3ccccc3C)CC2)c1
  .	.	-6.3	-9.8	0.3	1568	-0.925	-0.229	-0.654	0.511	15.2%	i	-19.3	4.5	732	1.3	2.7	8.5	i
O=C(O)c1cccc(Nc2nc(Nc3ccccc3)nc(N3CCCC3)n2)c1
  -0.36	1256	-17.3	-3.7	0.4	1035	-0.733	-0.338	-0.507	0.903	19.7%	i	4.6	-0.3	731	2.6	2.5	4.3	i

Only part of the results is shown; count on the stated rates, not on these rows.
